# Screening data as filed in PubChem.
# TROY signal inh: blocks TROY-dependent signaling in reporter cells; hit rate 0.98% among 360,000; Q293 LMP1-TROYcd NF-kB luciferase reporter, 4 h; inhibition, % at 10 µM;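 active = compounds whose plate-normalised and pattern-corrected inhibition of the luciferase reporter signal at the single screening dose is 50% or more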
# SRC3 inh: inhibits human SRC3 coactivator; hit rate 0.17% among 360,000; Q9Y6Q9; HEK293 GAL4-SRC3 luciferase reporter, luminescence; inhibition, % at 3.6 µM;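 active = inhibition above a per-campaign cutoff, the mean of all compounds plus 3 SD, cut at about 60% in these data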;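 note: 0% = DMSO-treated cells and 100% = gossypol-treated cells at 36 µM; higher means less SRC3-driven luciferase light from the GAL4 reporter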
# Target sequence (Q9Y6Q9 whole entry, looked up, the tested form may be a part): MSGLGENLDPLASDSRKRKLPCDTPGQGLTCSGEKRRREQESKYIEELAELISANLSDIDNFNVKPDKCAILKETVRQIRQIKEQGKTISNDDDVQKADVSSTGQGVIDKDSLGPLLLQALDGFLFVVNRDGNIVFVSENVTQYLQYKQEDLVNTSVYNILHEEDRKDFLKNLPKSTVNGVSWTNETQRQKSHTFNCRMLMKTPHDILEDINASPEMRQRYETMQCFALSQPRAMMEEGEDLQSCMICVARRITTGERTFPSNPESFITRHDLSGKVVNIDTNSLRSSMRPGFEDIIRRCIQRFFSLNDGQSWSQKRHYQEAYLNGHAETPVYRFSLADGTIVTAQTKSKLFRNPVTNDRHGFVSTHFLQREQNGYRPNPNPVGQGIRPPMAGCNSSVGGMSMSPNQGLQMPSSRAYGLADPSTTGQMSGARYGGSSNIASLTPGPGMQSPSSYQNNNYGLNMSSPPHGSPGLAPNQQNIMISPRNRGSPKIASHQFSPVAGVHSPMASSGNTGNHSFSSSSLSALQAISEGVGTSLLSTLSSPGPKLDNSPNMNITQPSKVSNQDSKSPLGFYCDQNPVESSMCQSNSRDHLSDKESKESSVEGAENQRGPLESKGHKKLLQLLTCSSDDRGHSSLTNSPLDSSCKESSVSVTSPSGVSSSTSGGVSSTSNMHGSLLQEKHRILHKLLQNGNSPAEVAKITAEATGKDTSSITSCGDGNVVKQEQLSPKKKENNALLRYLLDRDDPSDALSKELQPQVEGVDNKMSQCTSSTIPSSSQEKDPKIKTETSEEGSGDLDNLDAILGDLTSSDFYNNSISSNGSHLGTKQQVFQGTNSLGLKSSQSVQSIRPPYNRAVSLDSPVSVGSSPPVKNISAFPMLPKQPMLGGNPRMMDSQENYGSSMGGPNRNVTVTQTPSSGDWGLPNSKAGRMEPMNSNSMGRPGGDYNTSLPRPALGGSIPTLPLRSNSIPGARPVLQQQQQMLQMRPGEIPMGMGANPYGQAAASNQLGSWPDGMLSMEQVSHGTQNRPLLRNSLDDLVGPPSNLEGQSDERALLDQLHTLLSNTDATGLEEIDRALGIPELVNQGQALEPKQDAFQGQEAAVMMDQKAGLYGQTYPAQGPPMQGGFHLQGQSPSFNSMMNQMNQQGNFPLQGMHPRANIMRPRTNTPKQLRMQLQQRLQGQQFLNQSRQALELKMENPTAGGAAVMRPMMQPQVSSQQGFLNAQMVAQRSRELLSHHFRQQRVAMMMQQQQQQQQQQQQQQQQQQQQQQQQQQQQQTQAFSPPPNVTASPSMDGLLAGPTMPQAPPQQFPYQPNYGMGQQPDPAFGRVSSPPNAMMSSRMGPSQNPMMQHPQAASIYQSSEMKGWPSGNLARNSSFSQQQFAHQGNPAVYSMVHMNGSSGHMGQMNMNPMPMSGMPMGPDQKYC
# COUP-TFII inh: inhibitors of human COUP-TFII (NR2F2); HEK293T NGFI-A luciferase reporter, luminescence; AID 686940; hit rate 0.7% among 370,000; inhibition, % at 8.6 µM;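 active = inhibition above a per-plate cutoff, mean inhibition of test wells between control levels plus 3 SD, cut at about 38% in these data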;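 note: cells cotransfected with COUP-TFII expression vector driving the NGFI-A reporter; 0% = median of COUP-TF2 test wells and 100% = reporter-only cells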
# TWEAK-Fn14 inh: inhibitors of TWEAK-Fn14 interaction signaling; TWEAK-stimulated Fn14 reporter cells, luciferase luminescence, 8 h; inhibition, % at 10 µM; hit rate 2% among 360,000; AID 1159606; in the data active = inhibition above about 50%
# TRAIL sens C8: caspase-8 TRAIL sensitization; NB7+C8 cells + TRAIL, ATPlite viability luminescence; inhibition (viability loss, TRAIL sensitization), % at 10 µM; hit rate 1% among 360,000; AID 624354;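 active = compounds causing at least 50% loss of cell viability in the single-dose screen, relative to plate controls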
# NCOA1 inh: inhibitors of human steroid receptor coactivator 1 (SRC1) | HEK293 GAL4-SRC1 luciferase reporter, luminescence | Q15788 | inhibition, % at 3.6 µM | hit rate 0.12% among 360,000;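 active = inhibition above the campaign mean plus 3 SD, with each screening campaign given its own cutoff, cut at about 60% in these data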;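 note: 0% = DMSO treated cells and 100% = gossypol at 36 µM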
# CF NFkB block: cystic fibrosis NF-kB activation inhibition; KKLEB NF-kB-GFP reporter, PAF-induced, GFP fluorescence overnight; inhibition, % at 5 µM; AID 588850; hit rate 0.86% among 360,000;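 active = at least 50% inhibition at 5 µM, scaled per plate between neutral and stimulator controls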;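 note: PAF is a Pseudomonas aeruginosa culture filtrate used as stimulus; plate controls were PAF-stimulated DMSO wells for no effect and unstimulated DMSO wells for full effect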
# LRH-1 inv ag: suppresses constitutive activity of human LRH-1 | HEK293T StAR-luciferase reporter, LRH-1 transfected, 24 h | inhibition, % at 3.6 µM | hit rate 0.13% among 360,000;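 active = inhibition above the mean inhibition of all tested compounds plus 3 SD, cut at about 73% in these data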;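 note: 0% = DMSO wells and 100% = reporter-only cells lacking LRH-1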
# Shn3 3UTR inh: inhibitors of Schnurri-3 3'UTR reporter in osteoblasts; hit rate 0.52% among 360,000; Clone20 osteoblast Shn3 3'UTR firefly luciferase, 24 h; inhibition, % at 12.5 µM;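 active = mean inhibition of at least 75% with every replicate also reaching 75%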;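 note: 0% = median of neutral control wells and 100% = pilot-screen positive control compound; some compounds past the cut are filed as inactive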
# KKLEB cytotox: CF airway cell cytotoxicity counter-screen. hit rate 0.36% among 360,000. KKLEB CF airway cells viability, ATPlite luminescence, overnight; stronger effect = lower value; cells stimulated with P. aeruginosa culture filtrate. activity change (cytotoxicity), % at 5 µM;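 active = corrected activity change at or below -50% at 5 µM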
# EBV LMP1 NFkB: inhibitors of Epstein-Barr LMP1-induced NF-kappaB reporter; LMP1-induced NF-kappaB luciferase reporter cells, luminescence; inhibition, % at 12.5 µM; hit rate 0.69% among 350,000; in the data active = inhibition above about 41%;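 note: 0% = neutral control wells and 100% = reference inhibitor control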
# * marks the source's active call; other numbers are inactive results; x = not tested or not shown.
SMILES,TROY signal inh,SRC3 inh,COUP-TFII inh,TWEAK-Fn14 inh,TRAIL sens C8,NCOA1 inh,CF NFkB block,LRH-1 inv ag,Shn3 3UTR inh,KKLEB cytotox,EBV LMP1 NFkB
CCOc1cccc(/C=C2\NC(=S)N(c3ccccc3)C2=O)c1O,-24,-76,-32,-3,25,-49,4,-60,-11,-8,-7
O=C(N/C(=C/c1ccc(Br)cc1)C(=O)N1CCOCC1)c1ccco1,20,12,-4,4,-10,-43,-2,-18,3,0,2
Cc1cccc(NCC(=O)N/N=C\c2ccccn2)c1,41,-3,5,-16,-5,3,1,6,-14,8,-5
O=C(COc1ccccc1)NC(=S)Nc1ccc(Br)cn1,-12,-4,-17,-18,4,11,8,-2,-12,-3,x
CC(=O)N1c2ccc(S(=O)(=O)N3CCC(C(=O)NCc4ccc(Cl)cc4)CC3)cc2CC1C (stereo not drawn),4,10,-10,-6,1,-14,-41,0,37,11,1
c1ccc2[nH]c(-c3ccc4c(c3)OCO4)nc2c1,-2,-89,-41,34,72*,-95,-2,-171,-51,0,x
CCCCN1C(=O)CC2CCOC21C (stereo not drawn),-9,15,6,-8,-5,-13,-9,7,-8,6,-1
COc1ccc(C(=O)N(C)CCOc2ccc(Cl)cc2)cc1S(=O)(=O)N1CCCC1,-7,-2,1,-2,-17,-9,-17,-5,13,17,3
Cc1ccc(NC(=O)CCC(=O)NNC(=O)C(C)(C)C)c(C)c1,10,10,2,1,7,7,9,4,-14,-1,-6
CS(=O)(=O)N(CC(=O)Nc1ccccc1)Cc1ccc(Cl)cc1,7,12,-8,11,2,-8,-4,11,7,-16,-3
O=C(NN=C1CCC(c2ccccc2)CC1)c1ccccc1-n1cccc1 (stereo not drawn),21,-3,3,30,-9,-10,0,-14,-18,5,3
O=C(CCN(NC(=O)c1ccccc1)C1=NS(=O)(=O)c2ccccc21)NC1CCCCC1,-4,11,4,0,2,-9,12,1,32,-6,3
CC(=O)N1C(=O)/C(=C2\SC(=S)N(c3c(C)n(C)n(-c4ccccc4)c3=O)C2=O)c2ccccc21,-3,7,8,40,0,-8,-1,14,-3,6,2
Oc1cccc(C=Nc2cccc3ccccc23)c1O,61*,-27,13,101*,29,-52,-6,5,14,1,-12
COc1cccc(CNC(=O)CCCn2ccc3cc(S(=O)(=O)N4CCCC4)ccc32)c1,19,-13,7,21,10,10,13,31,15,6,0
Cc1cc(C)n2nc(S(=O)(=O)N(C)Cc3ccccc3)nc2n1,-14,8,-18,-6,21,-16,-17,-1,-7,-5,1
Cc1sc2ncnc(N(C)CCc3ccccn3)c2c1C,-24,23,1,5,-16,9,4,-9,-11,7,0
O=C(N/N=C/c1cc([N+](=O)[O-])ccc1O)/C(=C\c1cccs1)NC(=O)c1ccccc1,8,13,3,5,41,0,11,-20,14,-4,-21
CCN=C1S/C(=C/c2ccc(-c3ccc(F)cc3)o2)C(=O)N1CC,-12,17,-8,-36,-12,-2,6,6,-27,-5,4
COc1ccccc1OC(C)C(=O)Nc1ccc(S(=O)(=O)Nc2nccs2)cc1 (stereo not drawn),-6,1,10,-18,3,4,9,4,4,4,-1

# Marked active in TWEAK-Fn14 inh, among the entries above:
molecule	SRC3 inh	COUP-TFII inh	TWEAK-Fn14 inh	NCOA1 inh	CF NFkB block	LRH-1 inv ag	Shn3 3UTR inh	EBV LMP1 NFkB
Oc1cccc(C=Nc2cccc3ccccc23)c1O	-27	13	101*	-52	-6	5	14	-12

# Further results follow:
SMILES,TROY signal inh,SRC3 inh,COUP-TFII inh,TWEAK-Fn14 inh,TRAIL sens C8,NCOA1 inh,CF NFkB block,LRH-1 inv ag,Shn3 3UTR inh,KKLEB cytotox,EBV LMP1 NFkB
COCCn1c(SCC(=O)Nc2cc(C)nn2-c2ccccc2)nnc1-c1ccncc1,-47,-3,6,2,10,-12,0,1,-6,-1,1
C=CCn1c(SCc2ccc(Cl)cc2)nc2cc(C(=O)N3CCC(C(N)=O)CC3)ccc2c1=O,13,25,-16,1,1,-5,-14,-1,5,14,-14
Cc1ccc2c(C)c(C(=O)N3CCN(Cc4ccccn4)CC3)oc2c1C,-7,-11,4,-9,-4,-11,32,-14,-15,-10,4
Cc1[nH]ccc(=O)c1OCC(=O)O,10,0,5,5,-2,6,-6,23,7,16,-3
CC(C)N(C(=S)Nc1cc(S(=O)(=O)N2CCOCC2)ccc1Cl)c1ccccc1,-7,17,0,9,-12,8,4,-2,0,-2,3
COC(=O)Cn1nnc(-c2cccc(OC)c2)n1,-50,-4,-17,-25,-32,1,-1,19,-9,9,4
Cc1ccccc1CS(=O)(=O)CC1(O)CCN(C(=O)c2cccc(C(F)(F)F)c2)CC1,16,-14,6,-1,8,-4,1,-6,9,-8,5
O=C(NC(Cc1c[nH]c2ccccc12)C(=O)NCc1ccc(F)cc1)OCc1ccccc1 (stereo not drawn),15,2,7,46,3,-14,-2,4,14,0,-1
COc1ccc(C(=O)NNC(=O)CCCCC(=O)NNC(=O)c2ccc(OC)cc2)cc1,-25,2,1,-13,-1,8,6,5,23,0,-9
CN(C)C(=O)CCc1ccc2c3c([nH]c2c1)[C@]1(CCc2ccccc2)[C@@H](C(=O)N2CCCCC2)C[C@H](CC(=O)NCCC2=CCCCC2)C(=O)N1CC3,-4,6,12,25,13,-26,22,-15,5,-2,16
O=C(c1cc(F)ccc1F)C1CCCN(Cc2cccn2-c2ccccn2)C1 (stereo not drawn),-2,18,-9,5,-1,10,6,22,21,-14,-5
Cc1ccc(C)c(SCC(=O)Nc2cccc(S(=O)(=O)N3CCOCC3)c2)c1,-12,-7,10,-7,10,0,-4,10,24,8,0
O=C(CSc1n[nH]c(=O)n1-c1cccnc1)Nc1ccccc1Cl,-14,7,-22,5,-2,5,9,7,2,-1,-4
CC(=O)Nc1ccc(S(=O)(=O)N/N=C/c2cccnc2)cc1,-1,-12,0,7,-2,-10,12,8,-120,5,-2
CC(C)NC(=O)c1noc2cc([N+](=O)[O-])ccc12,-25,-19,-17,13,1,-56,-8,-5,-12,-15,-1
O=C(COc1ccc(S(=O)(=O)Nc2ccccc2)cc1)N1CCOCC1,8,7,-4,-21,8,-2,1,9,9,4,2
CCOc1cc(C2NC(=O)CCC2[N+](=O)[O-])cc(Br)c1OC (stereo not drawn),2,10,4,11,-1,-1,-5,-18,5,12,10
Cc1c(/C=N/NC(=O)c2cc(C(C)(C)C)[nH]n2)c2ccccc2n1C,-27,14,-7,0,-8,8,-4,23,15,-2,-3
CC(=O)c1ccc(NC(=S)N2CCN(CCO)CC2)cc1,-15,2,2,-10,2,6,-10,9,6,15,-11
COc1ccc(CCNC(=O)CSC2=Nc3ccccc3C3=NC(C(C)C)C(=O)N23)cc1OC (stereo not drawn),4,3,0,2,-18,-3,-2,47,-9,-10,-4

# Some of these compounds in order of formula weight, low to high.
SMILES,TROY signal inh,SRC3 inh,COUP-TFII inh,TWEAK-Fn14 inh,TRAIL sens C8,NCOA1 inh,CF NFkB block,LRH-1 inv ag,Shn3 3UTR inh,KKLEB cytotox,EBV LMP1 NFkB
COC(=O)Cn1nnc(-c2cccc(OC)c2)n1,-50,-4,-17,-25,-32,1,-1,19,-9,9,4
Cc1c(/C=N/NC(=O)c2cc(C(C)(C)C)[nH]n2)c2ccccc2n1C,-27,14,-7,0,-8,8,-4,23,15,-2,-3
Cc1ccc(C)c(SCC(=O)Nc2cccc(S(=O)(=O)N3CCOCC3)c2)c1,-12,-7,10,-7,10,0,-4,10,24,8,0
Cc1ccccc1CS(=O)(=O)CC1(O)CCN(C(=O)c2cccc(C(F)(F)F)c2)CC1,16,-14,6,-1,8,-4,1,-6,9,-8,5

# Next structures.
SMILES,TROY signal inh,SRC3 inh,COUP-TFII inh,TWEAK-Fn14 inh,TRAIL sens C8,NCOA1 inh,CF NFkB block,LRH-1 inv ag,Shn3 3UTR inh,KKLEB cytotox,EBV LMP1 NFkB
COc1ccc(N(CC(=O)Nc2cc(C)ccc2C)S(=O)(=O)c2ccccc2[N+](=O)[O-])c(OC)c1,4,-6,-12,-3,-5,-22,-12,-6,3,-30,-5
O=c1c2ccccc2nc2c3ccccc3c(NCc3cccnc3)nn12,-7,-4,-25,20,-9,-5,13,-3,7,24,0
CC(=O)Nc1c(-c2ccccc2)nc2ccc(Cl)cn12,-16,24,7,16,7,2,11,-23,-11,2,-1
Cn1ccc(C(=O)N/N=C/c2cccnc2)n1,-44,-30,-6,1,-17,-1,-2,-28,-77,6,-5
N#CCC(=O)N/N=C/c1ccc(N2N=C(c3ccccc3)CC2c2ccccc2)cc1 (stereo not drawn),-1,-1,4,10,-2,-11,-36,2,7,12,-6
CSc1ccc(S(=O)(=O)N2CCC(C(=O)Nc3ccc(NC(C)=O)cc3)CC2)cc1,-5,-10,10,8,4,7,-4,1,7,-1,-8
COc1ccc(N2C(=O)CSC23C(=O)N(CC(=O)NC2CCCC2)c2ccccc23)cc1 (stereo not drawn),-9,1,2,-8,-8,14,-15,1,-13,16,1
COc1cccc(CN2CCN(S(=O)(=O)c3ccc(Br)cc3)CC2)c1,2,0,-8,-30,-33,-2,4,6,-3,-8,-3
CC(=O)c1c(C)nc(-c2ccc(Cl)cc2Cl)n1O,-8,17,-7,0,-6,3,3,19,3,7,-1
COc1ccc(C(=O)Nc2cc3c(cc2C#N)OCO3)cc1S(=O)(=O)NCc1ccco1,2,18,-15,-18,1,7,5,-5,-4,11,-2
Cc1cccc(N(C)c2cc(C)nc3nc(C)nn23)c1,1,0,-12,-22,-5,-11,3,14,-3,2,-12
CC(C)CN(C(=O)COC(=O)C12CC3CC(CC(Cl)(C3)C1)C2)c1c(N)n(Cc2ccccc2)c(=O)[nH]c1=O,24,9,12,6,11,-9,27,4,8,-13,4

# A portion of the library; rates above refer to the full screens.
